# HADH2 inhib: HADH2 (human) dehydrogenase inhibition; Q99714; recombinant HADH2, NADH fluorescence, beta-hydroxybutyryl-CoA; Potency, µM (doses to about 57.1 µM), for inactives: at the highest dose activity change, negative = inhibition, hits mostly inhibitors; hit rate 3.4% among 73,000; AID 886; also: potency is read from the fitted curve at half-maximal effect; % is scaled to controls: 0 for no effect and ±100 for the full control effect; nearly all actives have a fitted effect of over 60% in size; many of its hits are not listed in these tables
# Target sequence (Q99714 whole entry, looked up, one chain of several): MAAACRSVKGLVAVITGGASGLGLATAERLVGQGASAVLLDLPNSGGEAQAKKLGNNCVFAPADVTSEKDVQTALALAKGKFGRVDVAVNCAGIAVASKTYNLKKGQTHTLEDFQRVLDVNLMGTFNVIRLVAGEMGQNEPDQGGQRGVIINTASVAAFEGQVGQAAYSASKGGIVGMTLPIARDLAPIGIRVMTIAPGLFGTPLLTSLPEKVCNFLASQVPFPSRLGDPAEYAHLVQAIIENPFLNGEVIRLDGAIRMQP
#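 NADH fluorescence (ex 360/em 450 nm) read every 30 s for 4 min; activity taken as last-minus-first time point difference. Enzyme 20 nM, NAD+ 1 mM, beta-hydroxybutyryl-CoA 90 uM, pH 9.0 Tris buffer.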
# DNA Pol III inh: blocks replication by bacterial DNA polymerase III holoenzyme; Potency, µM (top dose mostly 57.1 µM), for the others: at the highest dose activity change, negative = inhibition; AID 603; hit rate 0.25% among 71,000; reconstituted DNA polymerase III holoenzyme replication, biochemical; also: potency is read from the fitted curve at half-maximal effect; % is scaled to controls: 0 for no effect and ±100 for the full control effect
#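 Reconstituted *E. coli* holoenzyme (0.35 nM Pol III, 1 nM beta, 154 nM SSB, 2 nM primase) was preincubated with compound for 15 min at RT. Synthesis on 1.4 nM ssM13Gori ran 35 min, then was stopped with PicoGreen/EDTA and read as dsDNA fluorescence.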
# ALOX15 inhib: inhibitors of human 15-lipoxygenase (ALOX15) | P16050 | purified 15hLO-1, xylenol orange hydroperoxide absorbance | Potency, µM (titrated, usually from 57.1 µM), for inactives: at the highest dose activity change, negative = inhibition, actives largely listed as inhibitors | hit rate 1.4% among 74,000; also: potency is read from the fitted curve at half-maximal effect; % is scaled to controls: 0 for no effect and ±100 for the full control effect; nearly all actives have a fitted effect of over 55% in size
#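 Hydroperoxide formed from arachidonic acid (50 uM) by purified human 15hLO-1 (40 nM) oxidizes ferrous iron, and the ferric-xylenol orange complex is read at 573 versus 405 nm. Compounds were preincubated 15 min; reaction ran 6 min at room temperature.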
# UbGFP stabilizer: inhibits proteasome, raising ubiquitin-GFP reporter fluorescence; Ubiquitin-GFP reporter cells, proteasome inhibition, GFP fluorescence; response scale: untreated = 0%, 10 µM MG-132 = 100%; Potency, µM (doses to about 45.9 µM), without a hit: at the highest dose activation (GFP accumulation), usual class: activators; 67,000 tested, under 10 active; active = well fitted activation curve with a large enough effect, not every such curve was filed as active; inconclusive = small, poorly fitted or top-dose-only effect, or another doubt; inactive = no such curve, though single readings can be large or run the other way; also: potency is read from the fitted curve at half-maximal effect
#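 U2OS cells stably expressing ubiquitin(G76V)-GFP, seeded overnight in 0.5% FBS medium, were exposed to compounds (qHTS, 46 uM to 2.9 nM) for 4 hr at 37 °C. GFP-positive cells were counted by laser cytometry (488 ex/515 em), normalized between basal and 10 uM MG-132.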
# FLuc inh: firefly luciferase inhibition. Potency, µM (titrated, usually from 57.1 µM), for the others: at the highest dose activity change, negative = inhibition, actives largely listed as inhibitors. P08659. purified firefly luciferase, luminescence, 8 min. hit rate 2.2% among 72,000; also: potency is read from the fitted curve at half-maximal effect; % is scaled to controls: 0 for no effect and ±100 for the full control effect; nearly all actives have a fitted effect of over 40% in size
#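 Firefly luciferase (PKLight detection mix) with 10 uM ATP in pH 7.2 imidazole buffer (KCl, MgCl2, Tween 20, BSA). Compounds tested across a concentration series (qHTS). Luminescence read after 8 min at ambient temperature.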
# Tau filament bind: tau filament binding. hit rate 2% among 71,000. AID 596. P10636. Potency, µM (highest dose often 57.1 µM), for inactives: at the top dose activity change, negative = inhibition. recombinant tau filaments, thioflavin S fluorescence, 15 h; filaments grown with octadecylsulfate alongside compound;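 also: potency is read from the fitted curve at half-maximal effect; % is scaled to controls: 0 for no effect and ±100 for the full control effect; actives lower thioflavin S fluorescence by blocking filaments or displacing dye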
# Target sequence (P10636 whole entry, looked up): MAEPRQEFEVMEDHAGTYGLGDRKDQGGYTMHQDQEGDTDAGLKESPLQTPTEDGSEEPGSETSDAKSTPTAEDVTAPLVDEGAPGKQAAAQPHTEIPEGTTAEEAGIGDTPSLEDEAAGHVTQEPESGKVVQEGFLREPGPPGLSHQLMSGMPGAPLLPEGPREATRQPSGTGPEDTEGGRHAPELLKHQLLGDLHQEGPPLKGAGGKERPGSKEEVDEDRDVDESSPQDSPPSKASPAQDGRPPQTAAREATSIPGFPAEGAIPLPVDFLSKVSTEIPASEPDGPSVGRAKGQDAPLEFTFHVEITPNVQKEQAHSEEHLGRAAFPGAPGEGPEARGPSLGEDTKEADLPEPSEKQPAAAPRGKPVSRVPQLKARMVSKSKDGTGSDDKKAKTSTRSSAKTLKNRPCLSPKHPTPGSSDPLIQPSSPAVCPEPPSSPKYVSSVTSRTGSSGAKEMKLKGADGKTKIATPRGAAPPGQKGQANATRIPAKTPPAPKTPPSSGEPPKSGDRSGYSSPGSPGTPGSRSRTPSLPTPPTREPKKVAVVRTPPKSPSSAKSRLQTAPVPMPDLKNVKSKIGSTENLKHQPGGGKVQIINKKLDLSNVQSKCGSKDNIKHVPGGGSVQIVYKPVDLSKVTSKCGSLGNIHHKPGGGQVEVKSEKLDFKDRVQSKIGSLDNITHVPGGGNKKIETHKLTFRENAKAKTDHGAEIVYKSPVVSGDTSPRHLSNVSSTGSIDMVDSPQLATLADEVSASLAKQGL
#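 Thioflavine S fluorescence (ex 450, em 510 nm) reports filaments formed from 1 uM human tau plus 30 uM ODS over 15 h at 37 C (10 mM HEPES pH 7.4, 100 mM NaCl, 5 mM DTT); compounds displacing dye or blocking filaments lower signal.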
# CRE-bla Fsk: modulators of forskolin-stimulated CRE signaling in CHO cells; hit rate 2.5% among 71,000; AID 662; Potency, µM (highest dose often 38.2 µM), inactives show at the highest dose activity change, negative = inhibition, usual class: activators; CHO CRE-bla reporter (cAMP response element driving beta-lactamase), forskolin EC10, beta-lactamase ratio; active = well fitted activation curve with a large enough effect in the signal ratio, with a control signal flat, not every such curve was filed as active; inconclusive = small, poorly fitted or top-dose-only effect, or effect the other way, or a change in a side signal; the % refers to the signal ratio; also: potency is read from the fitted curve at half-maximal effect; % of control where 0% means no effect
#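 Cells were plated overnight at 37 °C, exposed to compound titrations plus EC10 NKH 477 for 3 h, then given CCF4 dye for 2 h at room temperature. Blue/green (460/530 nm) ratio was converted to %Activity and AC50 values calculated.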
# Hsp90 Hop PPI: changes Hsp90-Hop TPR2A binding signal, up or down | AlphaScreen TPR2A-His6 binding biotin-Hsp90 C-terminal peptide | Potency, µM (highest dose often 57 µM), inactives show at the highest dose activity change, negative = inhibition | hit rate 0.44% among 71,000 | AID 595; active = well fitted curve in either direction with a large enough effect; inconclusive = small, poorly fitted or top-dose-only effect, or another doubt; also: potency is read from the fitted curve at half-maximal effect; % is scaled to controls: 0 for no effect and ±100 for the full control effect; many of its hits are not listed in these tables
# GFP derepression: epigenetic modulators derepressing GFP locus in mouse cells; mouse C127i GFP locus derepression, cytometry, 30 h; Potency, µM (doses to about 46.1 µM), without a hit: top-dose GFP derepression (activation); hit rate 0.09% among 68,000; also: % of control where 0% means no effect
#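 Murine C127i mammary cells carrying a silenced, stably integrated CMV-driven GFP reporter were treated with compound for 30 hours at 37 C. After PBS washes, GFP-positive cells were counted by laser-scanning microplate cytometry.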
# ERK AVP block: inhibitors of vasopressin-stimulated ERK signaling pathway. HEK293-V1b, vasopressin-stimulated pERK AlphaScreen. Potency, µM (top dose mostly 57.5 µM), without a hit: at the highest dose activity, negative = inhibition, hits mostly inhibitors. hit rate 0.99% among 72,000. AID 995; also: potency is read from the fitted curve at half-maximal effect; % is scaled to controls: 0 for no effect and ±100 for the full control effect; nearly all actives have a fitted effect of over 55% in size
#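 qHTS, compounds titrated on V1b-expressing HEK293 cells. Preincubation 30 min at 37C, vasopressin 25 nM for 5 min, lysis 10 min, bead incubation 5 hr at room temperature.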
# HBB splice mod: alters splicing of the hemoglobin beta chain; HBB splicing reporter cell assay, activation; EGFP reporter with mutant IVS2-654 intron; response scale: normalised to 500 nM splice-correcting PNA; Potency, µM (top dose mostly 46.1 µM), inactives show at the highest dose activation, actives largely listed as activators; hit rate 0.06% among 65,000; AID 925; also: potency is read from the fitted curve at half-maximal effect; 0% is about no effect
#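 Compounds were applied for 2 days to HeLa EGFP-654 cells, 500/well in Optimem with 2% FCS. The reporter's EGFP is disrupted by mis-splicing of beta-globin intron IVS2-654. Readout: summed well GFP fluorescence from 488 nm laser scanning; reference was 500 nM antisense […] 654 PNA.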
# Numbers without * were called inactive; u = inconclusive; x = not tested or not shown; [ ] = dose if it differs, or a comment. Unless noted, calls follow the shape of the dose curve; as a rule, active = well fitted curve in the direction sought with a large enough effect; inconclusive = small, poorly fitted or top-dose-only effect, or another doubt; inactive = no such curve, though single readings can be large; an effect the other way counts as inactive or inconclusive. Some of the compounds tested (hit frequency here may not be typical).
SMILES,HADH2 inhib,DNA Pol III inh,ALOX15 inhib,UbGFP stabilizer,FLuc inh,Tau filament bind,CRE-bla Fsk,Hsp90 Hop PPI,GFP derepression,ERK AVP block,HBB splice mod
O=C(NCC1CCCO1)C1CCC(N2C(=O)c3ccccc3C2=O)CC1 (centres undefined),6%[11.4 µM],1%[11.4 µM],-9%[11.4 µM],7%[9.17 µM],-1%,2%[11.4 µM],u,-3%[11 µM],0%,-30%,-3.3%[0.0738 µM]
CCC(=O)Nc1ccc2oc(-c3cccc(C)c3)nc2c1,4µM*,1%,-2%,9%,2.5µM*,17%,9%,-4%,0%,-13%,-0.6%
CCOC(=O)c1ccc(NC(=O)Nc2ccc(OC)c(OC)c2)cc1,10%,-5%,4%,-5%,-9%,4%,7%,-9%,-3%,-23%,-1.3%
CCCn1c(SCC(=O)NC(=O)Nc2ccc(C)cc2C)n[nH]c1=O,18%,-2%,-29%,2%,1%,97%,-4%,-7%,3%,9%,-5.7%
COCCNC(=O)Cn1cc2c(n1)CCCCC2,9%,-4%,-9%,12%,3%,-13%,0%,0%,0%,-12%,0.7%
CC1=C/C(=C/N(C)c2ccccc2)C(=O)S1,6.3µM*,-11%,u,-7%,-8%,4%,-16%,-7%,-1%,-6%,2.9%
COc1ccc(S(=O)(=O)Cc2ccc(C(=O)N3CCN(c4cccc(C)c4)C(C)C3)o2)cc1 (centres undefined),-4%,2%,-8%,-10%,3%,23%,u,-3%[2.3 µM],x,u,-0.6%
C[C@H](CO)NC(=O)[C@H]1C[C@@H]1[C@H](NP(=O)(c1ccccc1)c1ccccc1)c1ccccc1,7%,2%,x,x,x,-3%,-13%,0%,x,-16%,-1.9%
CCN1c2ccccc2-c2nc3ccccc3n2C1c1ccncc1 (centres undefined),12%,-14%,-1%,x,0%,-1%,u,10%,2%,19%,1.5%[0.369 µM]
O=C(c1cn(-c2ccccc2)nc1-c1ccncc1)n1nnc2ccccc21,-20%,0%,7%,-1%,2%,-4%,-11%,-2%,0%,-29%,-0.5%
Nc1ncnc2c1ncn2C1CCCC1,-5%,0%,-13%,-2%,0%,-2%,u,-7%,-1%,6%,0.7%
CCOC(=O)C1CCCN(C(=O)c2cn(CC(C)C)c(=O)c3cc(OC)c(OC)cc23)C1 (centres undefined),-8%,0%,-1%,-3%,1%,-4%,u,-6%,1%,-16%,1.2%
NC(CSC12CC3CC(CC(C3)C1)C2)C(=O)O (centres undefined),1%,-8%,u,-8%,1%,-3%,-5%,-5%,1%,-1%,-1.7%
c1ccc2c(c1)oc1c(NCCCn3ccnc3)ncnc12,-7%,-2%,6%,-1%,1%,-3%,24%,-5%,0%,-13%,2.3%[0.369 µM]
O=C(O)COc1ccc(S(=O)(=O)c2ccc(OCC(=O)O)cc2)cc1,9%[11.4 µM],1%[11.4 µM],0%[11.4 µM],0%[9.17 µM],2%,5%[11.4 µM],u,-3%[11 µM],-2%,-12%,-1.9%[0.0738 µM]
Clc1ccc(C2CC(c3cccs3)n3ncnc3N2)c(Cl)c1 (centres undefined),0%,-3%,30%,9%,0%,-19%,14%,-7%[2.3 µM],x,7%,0.2%
Cc1cccc(NC(=O)c2c(O)c3cccc4c3n(c2=O)CCC4)n1,10%,-5%,5%,3%,2%,-1%,-5%,0%,0%,-1%,-0.1%[57.5 µM]
Cn1c(Cn2c(=O)sc3ccccc32)nnc1SCC(=O)Nc1ccc(Cl)cc1,-1%,-4%,-2%,-11%,2%,444%,4%,-4%[2.3 µM],x,0%,0.7%
COc1ccc(-n2c(SCC(=O)N3CCCCC3C)nnc2-c2cccnc2)cc1 (centres undefined),2%,0%,-11%,-1%,1%,-1%,-1%,-9%,1%,-2%,4.4%
O=C(COc1ccc(N2CC(C(=O)O)CC2=O)cc1)Nc1cccc(C(F)(F)F)c1 (centres undefined),3%,-5%,6%,-5%,1%,2%,0%,1%,-1%,2%,-0.4%
Cn1cc(CNC(=O)COc2ccc(Cl)cc2Cl)cn1,-1%,-3%,3%,3%,-1%,1%,-5%,-5%,2%,-25%,-1.6%
CCC(c1nnnn1C1CCCC1)N(Cc1cccs1)Cc1cc2cc(C)ccc2[nH]c1=O (centres undefined),-18%,-4%,-23%,-1%,-2%,36%,4%,-4%,-4%,0%,-0.3%[57.5 µM]
O=C1CCc2ccccc2O1,-5%,1%,-2%,x,x,-1%,-4%,2%,x,19%,-0.2%
O[C@@H]1C2CCCC1[C@]1(O)CCCCC1C2 (some centres undefined),-21%,-11%,15%,-8%,0%,88%,u,-2%,7%,-16%,-0.5%
O=C(C1CC1)N1CCc2cc(S(=O)(=O)N3CCCc4ccccc43)ccc21,9%,1%,-9%,2%,-2%,89%,u,-4%,-1%,19%,0.4%

# Copied from the list.
# Reading of `CCC(c1nnnn1C1CCCC1)N(Cc1cccs1)Cc1cc2cc(C)ccc2[nH]c1=O` (centres undefined) under GFP derepression: -4%
# Reading of `CCC(=O)Nc1ccc2oc(-c3cccc(C)c3)nc2c1` under DNA Pol III inh: 1%

# Other structures follow.
SMILES,HADH2 inhib,DNA Pol III inh,ALOX15 inhib,UbGFP stabilizer,FLuc inh,Tau filament bind,CRE-bla Fsk,Hsp90 Hop PPI,GFP derepression,ERK AVP block,HBB splice mod
O=C(C1CCN(c2nnc(-n3cccc3)s2)CC1)N1CCc2ccccc2C1,-4%,0%,2%,6%,2%,112%,-20%,-6%,3%,-21%,-1.3%
O=C(Cn1cnc2c(cnn2-c2ccc(Cl)cc2)c1=O)NCC1CCCO1 (centres undefined),9%,-3%,1%,-3%,2%,-2%,u,-4%,0%,-10%,-3.4%
Cc1cnc(CNc2ccnc(-c3cccc(C#N)c3)n2)cn1,-7%,-6%,-15%,-2%,-2%[2.29 µM],-8%,u,1%,3%[9.22 µM],u,-1.1%
Cc1ccc2c(c1)c1nc3ccccc3nc1n2CCN1CCOCC1,-2%,-11%,-3%,6%,1%,-1%,1.3µM*,6%,2%,-20%,-0.2%
CN1CCN(C(=O)c2ccc3c(c2)NC(=O)C(C)(C)O3)CC1,-3%,4%,-12%,-5%,4%,0%,2%,-5%,5%,2%,x
CCn1cc(C(=O)NCCCOC(C)C)c2cc(OC)c(OC)cc2c1=O,0%,0%,3%,-8%,0%,1%,u,-3%,-1%,-1%,-1.1%
COC(=O)CNC(=O)[C@@]1(C)C=C[C@@H](Cc2ccccc2)N1C(=O)OC,7%,0%,-15%,x,x,9%,-11%,0%,x,10%,1.5%
CCn1c(SCC(=O)Nc2ccc3c(c2)c2ccccc2n3CC)nnc1-c1ccco1,13µM*,0%,u,8%,-9%,u,-5%,-15%,0%,-18%,-0.5%
COc1ccc(N2CCN(C(=O)c3cccc(N4C(=O)C5CC=CC(C)C5C4=O)c3)CC2)cc1 (centres undefined),-8%,-1%,-12%,12%,0%,-22%,6%,-16%,-1%,u,-1.0%
COc1cccc(C2CC(c3cccc(Br)c3)n3ncnc3N2)c1 (centres undefined),-5%,2%,21%,-6%,2%,-8%,15%,-2%[2.3 µM],x,-17%,-1.3%
CC(C)=CC(=O)OCC(=O)Nc1ccccc1Cl,-5%,-3%,-3%,4%,-2%,-8%,7%,1%,-2%,5%,0.4%
O=C(O)CNS(=O)(=O)c1ccc(F)cc1,12%,-2%,0%,-1%,-1%,13%,0%,-1%,0%,6%,0.7%[9.22 µM]
CC(C)CN1CCC2(CC1)CCN(C(=O)c1ccncc1)CC2,-4%,-6%,5%,7%,1%[11.4 µM],7%,2%,-5%,0%[9.22 µM],17%,1.2%
CC(C)n1c(SCC(N)=O)nc2c1c(=O)n(C)c(=O)n2C,-6%,0%,7%,-1%,3%,4%,u,-1%,3%,3%,x
Cc1ccc2cccc(NC(=O)c3ccc(Br)o3)c2n1,56%[activator],9%,-7%,7%,-3%,11%,u,1%,-3%,9%,-0.8%
COC(=O)C1=C(C)N(c2ccc(Cl)c(Cl)c2)C(=O)C1,-23%,4%,-6%,4%,-1%,-12%,-21%,-8%,-2%,-23%,0.9%
